HCMV inh: inhibitors of human cytomegalovirus. AID 1259415. HFF cells, HCMV-luciferase reporter, 72 h; hits give low values. activity change, negative = inhibition, % at 57.5 µM. actives 4.5% (n = 410,000); in the data active means activity change below about -60%; inconclusive means no clear call, values can overlap the other calls; inactive means above about -39%
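Screen run at 2 compound doses on HFFs infected with reporter HCMV, MOI 1 PFU/cell. Luciferase activity from cell lysates at 72 h post infection gave inhibition relative to buffer-only and Salinomycin wells.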
Sm TGR block: S. mansoni TGR enzyme inhibition; Q962Y6; actives 3% (n = 360,000); Potency, µM (highest dose often 114 µM), without a hit: top-dose activity change, negative = inhibition, usual class: inhibitors; purified TGR, DTNB reduction, TNB absorbance 405 nm; AID 485364; further: potency means the concentration at half of the fitted maximal effect; nearly all actives have a fitted effect of over 60% in size
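TGR 20 nM + NADPH 100 uM (dispensed conc.), cpd preinc 15 min RT; start with NADPH (500 uM addition) then DTNB (15 mM addition). Kinetic TNB absorbance, 405 nm filter. Four-parameter Hill fit across titration.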
AmpC inh detg: AmpC beta-lactamase inhibition with detergent present; P00811; AmpC hydrolysis of nitrocefin, absorbance 480 nm, 0.01% Triton; Potency, µM (series often up to 114 µM), for inactives: top-dose activity change, negative = inhibition, actives largely listed as inhibitors; actives 0.041% (n = 370,000); AID 485294;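 further: potency means the concentration at half of the fitted maximal effect; 0% = no-compound wells and -100% = no-enzyme wells; nearly all actives have a fitted effect of over 25% in size; some results filed as inactive show a strong effect at the top dose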
Target sequence (P00811 whole entry, looked up): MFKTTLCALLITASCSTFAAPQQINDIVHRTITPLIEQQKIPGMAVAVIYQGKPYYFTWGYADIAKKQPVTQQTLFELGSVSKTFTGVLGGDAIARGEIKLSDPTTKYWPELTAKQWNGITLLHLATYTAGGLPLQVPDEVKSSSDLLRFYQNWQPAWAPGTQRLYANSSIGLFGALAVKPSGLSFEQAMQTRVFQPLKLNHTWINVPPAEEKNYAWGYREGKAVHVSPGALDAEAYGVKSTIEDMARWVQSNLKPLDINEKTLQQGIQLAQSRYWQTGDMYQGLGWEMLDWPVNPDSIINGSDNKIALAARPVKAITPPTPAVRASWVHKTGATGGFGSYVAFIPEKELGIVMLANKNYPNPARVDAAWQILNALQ
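AmpC (5.3 nM in the dispensed reagent) in 20 mM phosphate pH 7.0 with 0.01% (detergent screen) or 0.0001% Triton X-100 was preincubated with compounds for 15 min at room temperature. Nitrocefin was then added from an 800 uM solution, and hydrolysis was followed at 480 nm.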
FBPA Giardia inh: inhibitors of Giardia lamblia fructose-1,6-bisphosphate aldolase; actives 0.71% (n = 290,000); A8B2U2; AID 2451; Potency, µM (highest dose often 59.6 µM), for the others: at the top dose activity, negative = inhibition, hits mostly inhibitors; purified Giardia FBPA; further: potency means the concentration at half of the fitted maximal effect; nearly all actives have a fitted effect of over 55% in size
Target sequence (A8B2U2 whole entry, looked up): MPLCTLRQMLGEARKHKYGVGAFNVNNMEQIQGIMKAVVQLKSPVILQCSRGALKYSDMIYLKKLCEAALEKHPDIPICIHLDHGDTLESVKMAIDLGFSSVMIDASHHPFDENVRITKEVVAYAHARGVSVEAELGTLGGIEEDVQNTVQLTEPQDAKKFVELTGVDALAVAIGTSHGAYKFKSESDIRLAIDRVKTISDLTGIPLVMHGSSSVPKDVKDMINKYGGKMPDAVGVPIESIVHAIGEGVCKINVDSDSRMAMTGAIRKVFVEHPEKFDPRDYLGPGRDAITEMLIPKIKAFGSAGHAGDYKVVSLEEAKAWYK
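Giardia FBPA (40 nM reagent) was preincubated 10 min at RT with compound (up to 57.5 uM final), then substrate plus GAPDH/TPI/NAD/arsenate coupling system with diaphorase/resazurin was added; resorufin fluorescence (525/598 nm) was read after 20 min.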
AmpC no deterg: AmpC beta-lactamase inhibition without detergent. AmpC nitrocefin hydrolysis, absorbance 480 nm, 0.0001% Triton. Potency, µM (doses to about 57.1 µM), without a hit: at the top dose activity change, negative = inhibition, actives largely listed as inhibitors. actives 0.52% (n = 330,000). AID 485341. P00811;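 further: potency means the concentration at half of the fitted maximal effect; plate controls were no compound for no effect and no enzyme for full effect; nearly all actives have a fitted effect of over 20% in size; some results filed as inactive show a strong effect at the top dose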
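AmpC (5.3 nM in the dispensed reagent) in 20 mM phosphate pH 7.0 with 0.01% (detergent screen) or 0.0001% Triton X-100 was preincubated with compounds for 15 min at room temperature. Nitrocefin was then added from an 800 uM solution, and hydrolysis was followed at 480 nm.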
HCV inh: blocks hepatitis C virus | Huh7.5.1 HCVcc-Cre infection, luciferase reporter, 44 h | Potency, µM (top dose mostly 41.8 µM), without a hit: at the highest dose activity change, negative = inhibition, most hits filed as inhibitors | actives 3.4% (n = 340,000); further: potency means the concentration at half of the fitted maximal effect
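Seed cells (1,000/well) for 4 h; treat with compound and infect with HCVcc-Cre, moi about 0.5. Incubate 44 h, then detect luciferase activity.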
Numbers without * were called inactive; ? = inconclusive; . = not tested or not shown; & = joins results of further samples; [ ] = dose if it differs, or a comment. Unless noted, the call rests on the fitted dose curve; in most records, active means well fitted curve in the direction sought with a large enough effect; inconclusive means small, poorly fitted or top-dose-only effect, or another doubt; inactive means no such curve, though single readings can be large; an effect the other way counts as inactive or inconclusive. Unless noted, on the % scale 0 is the no-effect control and ±100 the full control effect.

Screens in order: HCMV inh, Sm TGR block, AmpC inh detg, FBPA Giardia inh, AmpC no deterg, HCV inh
> O=C1c2ccccc2C(=O)C1(c1ccccc1)N1CCN(c2cccc(Cl)c2)CC1
    -22, 3%, -6%, ., ., .
> COC(=O)CCc1c(C)nn(-c2ccccc2)c1C
    -7, 34%, -12%, 3%, -21%, 5%
> CNC(C(=O)c1ccccc1)C(OC(C)=O)c1cccc([N+](=O)[O-])c1 (configuration not stated)
    27, -1%, 6%, 3%, -40%, 1%
> COc1ccc(OC)c(Nc2ncnc3c2nc2n3CCCC2)c1
    ?, 3%, 16%, ., ., .
> Cc1cccc(OCCCC(=O)Nc2nccs2)c1C
    -2, 9%, 3%, 0%, -30%, -27%
> CCOC(=O)N1CCN(C(=O)CNC(=O)c2ccc(Cl)cc2Cl)CC1
    -32, -2%, ?, ., -19%, -3%
> O=C(CCNC(=O)c1ccc([N+](=O)[O-])cc1)NC1CCCCCC1
    132, -1%, 6%, ., -3%, 13%
> Cn1ccnc1SCC(=O)Nc1ccc2ccccc2c1
    76, 4%, -12%, 0%, -14%, -1%
> Cc1ccccc1-c1nnc(NC(=O)CSc2nc3ccccc3s2)s1
    32, -5%, ?, 5%, -30%, -5%[8.37 µM]
> Nc1ccc2c3c(cccc13)C(=O)N(c1ccccc1)C2=O
    21, 7%, 1%, 13%, -7%, -22%
> Cc1cc(C)c2c(=O)c3c(oc2c1)C(=O)N(Cc1ccc(F)cc1)C3c1cccc(O)c1 (configuration not stated)
    -66*, 1%, -1%, ., ., .
> O=S(=O)(NCC(c1ccco1)S(=O)(=O)c1ccccc1)c1ccccc1 (configuration not stated)
    -12, ?, 1%, ., ., .
> COc1ccc([C@H]2CC(=O)C=C(c3ccnc4ccc(Cl)cc34)C2)cc1
    -78*, -3%, -3%, ., -6%, ?
> CCNC(=O)n1nccc1C(C)Oc1ccccc1 (configuration not stated)
    18, 4%, ?, -1%, -8%, -4%
> CCc1ccc(NC(=S)N(Cc2cccc(Br)c2)CC2CCC(C(=O)O)CC2)cc1 (configuration not stated)
    -10, -12%, 0%, 11%, -7%, 6%
> Cc1cc(C(=O)CSc2n[nH]c(-c3ccccc3F)n2)c(C)n1Cc1cccs1
    -31, ?, -13%, -3%, -34%, ?
> CCCCn1c(SCC(=O)N2CCc3ccccc32)nnc1-c1ccncc1
    -38, 5%, -5%, -11%, 91%[activator], -1%
> COc1ccc(Cl)cc1C(=O)NNC(=O)CSc1nnnn1C
    -33, -4%, -4%, -13%, -22%, 18%
> CC(C)[C@@H](C(=O)NCC1CCCO1)N1C(=O)N2CCc3c([nH]c4ccccc34)[C@@]2(C)C1=O (some centres not stated)
    -36, -12%, ?, -1%, 85%[activator], -19%
> COc1ccc(CN2CCC(Cc3ccccc3)CC2)cc1OC
    95, 26%, -15%, ?, -2%, ?

Next section; it opens with the 3 that closed the last part.
Screens in order: HCMV inh, Sm TGR block, AmpC inh detg, FBPA Giardia inh, AmpC no deterg, HCV inh
> COc1ccc(Cl)cc1C(=O)NNC(=O)CSc1nnnn1C
    -33, -4%, -4%, -13%, -22%, 18%
> CC(C)[C@@H](C(=O)NCC1CCCO1)N1C(=O)N2CCc3c([nH]c4ccccc34)[C@@]2(C)C1=O (some centres not stated)
    -36, -12%, ?, -1%, 85%[activator], -19%
> COc1ccc(CN2CCC(Cc3ccccc3)CC2)cc1OC
    95, 26%, -15%, ?, -2%, ?
> O=C(N/C(=C\c1ccccc1)C(=O)N1CCOCC1)c1ccccc1Cl
    2, -4%, 2%, ., 4%, 12%
> CCCCc1n[nH]c(=S)n1Cc1ccccc1
    16, -8%, -1%, -4%, -6%[2.29 µM], 12%
> COc1ccc(C(C)=O)cc1COC(=O)c1cccnc1Cl
    -9, 13µM*, 4%, -5%, -5%, 11µM*
> CCOc1ccccc1NC(=O)C1CCN(S(=O)(=O)c2ccc(OC)c(OC)c2)CC1
    ?, 3%, 3%, -2%, 34%, -30%
> O=C(CN1CCCc2ccccc21)NC(=O)NC1CCCCC1
    ?, ?, 3%, -6%, -60%, -3%
> COc1ccc(N2CCN(CC(=O)N3c4ccccc4CC3C)CC2)cc1 (configuration not stated)
    -16, -3%, -2%, ?, 36%, -6%
> Nc1nc(SCC(=O)N2CCc3ccccc32)[nH]c(=O)c1-c1ccccc1
    9, -9%, -10%, 1%, -52%, -18%
> Cc1cccc(NC(=O)c2sc3ncn(CC(=O)N4CCN(c5ccccn5)CC4)c(=O)c3c2C)c1
    -14, -1%, -12%, ., 174%[activator], ?
> Cc1cccc(NC(=O)CSc2nc3ccccc3nc2N2CCCC2)c1
    ?, 6%, -13%, 4%, -43%, ?
> O=[N+]([O-])c1cc([N+](=O)[O-])c2nonc2c1Nc1ccc(O)cc1
    -21, 32µM*, 4%, -26%, -37%, 17%
> COc1ccc(CN2CCC(Oc3ccc(C(=O)NCc4ccccn4)cc3)CC2)c(F)c1
    -10, -28%, 1%, 10%, 37%, -2%
> CC(C)[C@H](N)c1nnc(SC/C=C/c2ccccc2)o1
    22, ?, 1%, -3%, 25%, -1%
> C=CC1C(N2CCOCC2)C(C)(C)S1(=O)=O (configuration not stated)
    -3, -3%, ?, 2%, -9%, 5%
> Cc1cc(O)c(C(c2ccccc2)N2CCC(C)CC2)c(=O)n1Cc1ccco1 (configuration not stated)
    5, 28µM*, -6%, ., ., .
> COc1cc2c(cc1OC)C(C(=O)N1CCN(c3ccccn3)CC1)C(c1cccs1)N(C)C2=O (configuration not stated)
    8, -23%, -1%, 6%, 64%[activator], 26%
> COc1ccc(NC(=O)CNc2cc(C)ccc2C)cc1S(=O)(=O)N1CCOCC1
    6, -7%, -16%, ., 48%, -17%
> Cc1ccc(C(=O)NN(CCC#N)C2=NS(=O)(=O)c3ccccc32)cc1
    26, 98%[activator][57.1 µM], -5%, 9%, -25%, 5%
> Cc1cc(S(=O)(=O)NCC2CC2)c(Cl)cc1Cl
    -14, 35%, -12%, -1%, -35%, 14%
> CC(=O)NC1(c2ccccc2)CCN(CC(=O)N2CCC(C)CC2)CC1
    -2, -5%, -7%, 2%, -19%, 6%
> CN(C)C(=O)c1cc(C(=O)c2ccc(F)cc2C(F)(F)F)c[nH]1
    -20, 11%, -1%, 10%, 7%, ?

Individual results from the results shown:
`COc1ccc(OC)c(Nc2ncnc3c2nc2n3CCCC2)c1` in AmpC inh detg is entered as 16%
`COc1ccc([C@H]2CC(=O)C=C(c3ccnc4ccc(Cl)cc34)C2)cc1` in HCMV inh is entered as -78*
`O=S(=O)(NCC(c1ccco1)S(=O)(=O)c1ccccc1)c1ccccc1` (configuration not stated) in AmpC inh detg is entered as 1%

Next part
Screens in order: HCMV inh, Sm TGR block, AmpC inh detg, FBPA Giardia inh, AmpC no deterg, HCV inh
> Cc1ccc(S(=O)(=O)N2CCC(=O)N(C(COC(=O)Nc3ccccc3)Cc3ccccc3)CC2)cc1 (configuration not stated)
    -13, -8%, ?, 0%&-4%, -16%, ?
> COc1ccc(N2CCN(C(=O)CCc3nnc4n(C)c(=O)c5sccc5n34)CC2)cc1
    -17, -6%, -2%, ., ., .
> Cn1cc(-c2nnnn2-c2ccc(Cl)cc2)c(=O)c2ccccc21
    62, 2%, ?, 0%, -10%, 11%
> Cc1cc(C)nc(Nc2nc(C)c3cc4c(cc3n2)OCO4)n1
    14, 1%, 2%, ?, -11%, 2%
> COC(=O)c1cn(NC(=O)c2ccc(OC)c(OC)c2)c(=O)c2ccccc12
    14, -6%, -6%, -3%, ?, 3%
> N#Cc1nc(COc2ccc(F)cc2)oc1N1CCCC1
    -34, -15%, 2%, 3%, -17%, -22%
> CC1CC(=O)N(C)c2ccc([N+](=O)[O-])cc2N1 (configuration not stated)
    105, -8%, -6%, 7%, -16%, -18%
> Cc1nc2sccn2c(=O)c1S(=O)(=O)NCC1CCN(Cc2ccccc2Cl)CC1
    34, 4%, 2%, -2%, 23%, 6%
> COc1cccc(N2CCN(C(=O)C3CCN(S(=O)(=O)c4cccc5nonc45)CC3)CC2)c1
    -15, -7%, -3%, ., ., .
> CC(C)(C)CC(=O)Nc1nnc(SCC(=O)NC2CCCC2)s1
    -14, 2%, 4%, -19%, -12%, -3%
> Nc1nc(Nc2ccccc2F)nc(NCc2ccccc2)c1[N+](=O)[O-]
    -14, 1%, 4%, 4%, -46%, ?
> COc1cccc(NC(=O)C(=O)NCCc2csc(-c3ccc(C)cc3)n2)c1
    13, 11%, 5%, ., ., .
> CCCCNC(=O)COC(=O)c1ccccc1F
    -14, 9%, 5%, 1%, -14%, 9%
> CCOC(=O)C1CCCN(C(=O)c2ccc(NS(=O)(=O)c3ccc4[nH]c(=O)[nH]c4c3)cc2)C1 (configuration not stated)
    -13, 0%, -2%, ., -16%, 11%
> Cc1ccc(-n2ncc3c(NCCC4=CCCCC4)ncnc32)cc1
    38, 1%, -4%, ., ., .
> COc1ccc(-c2cnc3ncnn3c2N)cc1
    -38, ., 6%, 5%, -16%, 14%
> CCOc1cccc(CC(=O)NCc2ccc3c(c2)CCN3C(=O)c2ccc(F)cc2)c1OCC
    -5, 0%, -1%, ., ., .
> CC/C(O)=C1\C(=O)CCCC1=NCCc1c(C)[nH]c2ccc(C)cc12
    13, 2%, 5%, -1%, 67%[activator], -7%
> O=C(Cc1csc(N2CCOCC2)n1)N/N=C/c1ccc(F)cc1
    11, -17%, -3%, -2%, -16%, ?
> COc1ccc(NC(=O)NCCCCc2ccccc2)cc1
    -37, 8%, 2%, ., -29%, -11%

Reformatted with each value named: part of the list above.
> COC(=O)c1cn(NC(=O)c2ccc(OC)c(OC)c2)c(=O)c2ccccc12
  HCMV inh = 14 | Sm TGR block = -6% | AmpC inh detg = -6% | FBPA Giardia inh = -3% | AmpC no deterg = ? | HCV inh = 3%

> N#Cc1nc(COc2ccc(F)cc2)oc1N1CCCC1
  HCMV inh = -34 | Sm TGR block = -15% | AmpC inh detg = 2% | FBPA Giardia inh = 3% | AmpC no deterg = -17% | HCV inh = -22%

Going on with the list.
Screens in order: HCMV inh, Sm TGR block, AmpC inh detg, FBPA Giardia inh, AmpC no deterg, HCV inh
> Cc1noc2ncnc(N3CCN(c4cccc(C(F)(F)F)c4)CC3)c12
    -22, 1%, -1%, ., ., .
> C#CCn1c(=O)c2c(ncn2C)n(C)c1=O
    18, ., ., 0%, ., 18%
> Cc1cc(Br)ccc1OCCNCc1ccccc1
    -7, -16%, -7%, ?, 0%, -28%
> Fc1ccccc1-c1nc(N2CCN(c3cccc(Cl)c3)CC2)c2ccccc2n1
    2, -9%, 2%, ., ., .
> CCc1ccc(NC(=S)NC2CC3CCC(C2)N3Cc2ccco2)cc1 (configuration not stated)
    -35, -19%, -12%, 10%, -16%, ?
> CCOC(=O)c1ccc(NC(=O)CCOc2ccc(C)cc2)cc1
    17, -2%, 7%, -5%, -26%, 4%
> OC(COc1ccccc1)CN1CCC(Cc2ccccc2)CC1 (configuration not stated)
    72, -9%, ?, -26%, -41%, -5%
> CCOc1ccc(CCNC(=O)CN2C(=O)NC(CCSC)C2=O)cc1OCC (configuration not stated)
    -16, 6%, 5%, 1%, -4%, -26%
> COC(=O)c1ccc2nc(C(F)(F)F)[nH]c2c1
    -24, -1%, -20%, ?, -8%, -10%

Assay outcomes from PubChem.
